From PubChem BioAssay
SUMO1 PPI mod: modulators of human SUMO1-mediated protein-protein interactions | P63165 | inhibition, % at 20 µM | SUMO1 binding to a labelled peptide, TR-FRET, 1 h | actives 0.33% (n = 360,000); in the data active means inhibition above about 37%
MT1-MMP act inh: MT1-MMP (human) activation inhibition | HT1080 RFP-PRO-GFP cells, GFP/RFP ratio fluorescence, overnight; percent of plate control window, DMSO zero | actives 0.061% (n = 360,000) | GFP/RFP ratio change, % at 20 µM;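 active means GFP/RFP ratio change of at least 30% with cell ATP level not reduced by more than half and red fluorescence within 50% of control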; further: strong numbers were not always called active
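Assay system: HT1080 RFP-PRO-GFP cells. Benchmarks: DMSO vehicle wells and RFP-L50D-GFP reporter cell wells. Times: overnight cell settling, then overnight compound exposure, 37 °C, 5% CO2. Compound: 20 µM single dose, 1% DMSO. Read-out basis: GFP/RFP fluorescence ratio.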
DNMT1 inh: DNMT1 (human) enzyme inhibition; P26358; AID 588458; inhibition (reported as % activation of signal), % at 10 µM; actives 0.83% (n = 360,000); DNMT1 molecular beacon, Hinp1I cleavage, fluorescence; in the data active means inhibition above about 50%
Target sequence (P26358 504-1616 limits assumed): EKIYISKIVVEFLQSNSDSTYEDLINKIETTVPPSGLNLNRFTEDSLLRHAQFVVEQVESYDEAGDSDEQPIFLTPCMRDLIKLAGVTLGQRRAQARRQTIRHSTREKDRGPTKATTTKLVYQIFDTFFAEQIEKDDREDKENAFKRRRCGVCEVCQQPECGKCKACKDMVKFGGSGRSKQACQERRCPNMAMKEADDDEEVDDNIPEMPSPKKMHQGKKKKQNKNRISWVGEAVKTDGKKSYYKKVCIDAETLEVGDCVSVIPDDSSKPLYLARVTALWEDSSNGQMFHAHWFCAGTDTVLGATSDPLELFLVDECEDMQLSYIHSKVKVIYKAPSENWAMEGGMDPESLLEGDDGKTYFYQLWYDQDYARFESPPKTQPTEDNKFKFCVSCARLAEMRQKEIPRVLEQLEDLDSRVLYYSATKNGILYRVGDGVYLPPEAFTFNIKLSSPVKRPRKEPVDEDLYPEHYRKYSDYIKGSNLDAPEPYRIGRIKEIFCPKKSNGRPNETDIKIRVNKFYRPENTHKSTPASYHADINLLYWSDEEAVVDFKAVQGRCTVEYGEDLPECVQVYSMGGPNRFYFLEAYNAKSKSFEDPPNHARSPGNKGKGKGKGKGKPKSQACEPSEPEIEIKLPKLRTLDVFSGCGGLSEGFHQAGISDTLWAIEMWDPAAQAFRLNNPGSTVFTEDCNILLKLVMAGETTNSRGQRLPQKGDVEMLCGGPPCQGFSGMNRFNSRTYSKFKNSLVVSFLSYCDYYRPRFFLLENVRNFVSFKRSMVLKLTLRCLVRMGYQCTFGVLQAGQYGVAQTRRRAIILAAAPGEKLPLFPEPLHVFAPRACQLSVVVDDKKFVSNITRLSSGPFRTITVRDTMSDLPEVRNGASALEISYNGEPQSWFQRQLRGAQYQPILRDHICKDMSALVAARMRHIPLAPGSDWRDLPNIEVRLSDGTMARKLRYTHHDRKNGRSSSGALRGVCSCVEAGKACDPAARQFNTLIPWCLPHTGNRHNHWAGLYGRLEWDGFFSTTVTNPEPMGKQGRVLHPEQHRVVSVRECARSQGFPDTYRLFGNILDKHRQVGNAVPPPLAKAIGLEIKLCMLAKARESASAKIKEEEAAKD
NadD block: inhibitors of Staphylococcus aureus NadD; AID 602399; inhibition, % at 20 µM; purified NadD enzyme, colorimetric absorbance read-out; actives 0.78% (n = 360,000); in the data active means inhibition above about 26%; further: some compounds past the cut are filed as inactive
STEP inh: blocks human striatal-enriched tyrosine phosphatase; inhibition, % at 20 µM; recombinant STEP, OMFP fluorogenic substrate, fluorescence; P54829; actives 0.25% (n = 360,000);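 active means inhibition at 20 µM, scaled per plate between control wells, above about 37%, limit read from the data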;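 further: 0% = DMSO with enzyme and substrate and 100% = substrate only without enzyme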
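Assay system: isolated STEP enzyme. Buffer or medium: pH 6.0 Bis-Tris with DTT and Tween 20. Also added: fluorogenic phosphatase substrate OMFP at 25 µM final. Dosing: 20 µM, 1% DMSO. Timing: 20 min reaction, room temperature, in the dark. Measured by: fluorescence intensity, excitation 480 nm, emission 540 nm. Evaluation: normalized % inhibition.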
Rpn11 inh: inhibitors of human proteasome Rpn11 | human 26S proteasome, Ub4-pepOG fluorescence polarization; 20S core pre-blocked with epoxomicin | actives 0.59% (n = 360,000) | calls only at 20 µM | AID 588493;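 active means inhibition at 20 µM, scaled to each plate's controls, above about 33%, limit read from the data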
NRP1-CendR mod: NRP-1/CendR interaction modulation; O14786; actives 0.85% (n = 360,000); inhibition, % at 25 µM; FAM-RPARPAR peptide binding to NRP-1, fluorescence polarization;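 active means inhibition or corrected inhibition above about 18%, plus a signal ratio from 0.5 to 1.5, limit read from the data, passing the limit was not always enough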; further: strong numbers were not always called active
Scp-1 inhibitor: inhibitors of human Scp-1 phosphatase; Q9GZU7; inhibition, % at 20 µM; actives 0.88% (n = 340,000); AID 493091; Recombinant Scp1, phosphopeptide, malachite green phosphate absorbance;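 active means inhibition above about 50% at 20 µM, limit read from the data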;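 further: plate controls were DMSO wells with enzyme for no effect and wells lacking enzyme for full effect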
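Material: truncated SCP-1 phosphatase (76-261aa) / Buffer or medium: 50 mM Tris acetate pH 5.5, 0.005% Tween-20, 10 mM MgCl2 / Compound dosing: one concentration, 20 µM, with 1.0% DMSO / Incubation: 45 min room-temperature reaction, 5 min colour, 30 min stabiliser / Detection: colorimetric free-phosphate detection, absorbance 630 nm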
LMPTP block: LMPTP (human) inhibition | recombinant LMPTP-A, OMFP fluorogenic substrate, fluorescence intensity | P24666 | actives 0.22% (n = 360,000) | inhibition, % at 20 µM;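 active means compounds that cut the enzyme signal by at least half of the control window in the single-dose screen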;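 further: plate controls were DMSO wells with enzyme plus substrate for no effect and substrate without enzyme for full effect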
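Test system: LMPTP-A phosphatase enzyme. Amount: LMPTP-A at 0.625 nM final in the reaction. Reagent: OMFP substrate, 400 µM final. Times: 50 min at room temperature. Signal: endpoint fluorescence intensity from OMFP dephosphorylation. Read-out basis: % inhibition. Benchmarks: no-enzyme and uninhibited controls.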
SKN-1 inh: inhibitors of C. elegans SKN-1 | AID 624304 | inhibition, % at 21.8 µM | actives 0.49% (n = 360,000) | C. elegans VP596 Pgst-4::GFP/RFP ratio, acrylamide-induced, 24 h;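 active means interference check ratio from 0.5 to 1.5 plus GFP to RFP signal ratio inhibition reaching or exceeding a fixed threshold, cut at about 30% in these data, passing the limit was not always enough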; further: some compounds called inactive have numbers as strong as hits
An asterisk follows results filed as active; i = inactive; nt = no result given.

SMILES | SUMO1 PPI mod | MT1-MMP act inh | DNMT1 inh | NadD block | STEP inh | Rpn11 inh | NRP1-CendR mod | Scp-1 inhibitor | LMPTP block | SKN-1 inh
CC(=O)NC12CC3CC(C1)CC(C(=O)N1CCN(S(=O)(=O)c4ccc(Cl)s4)CC1)(C3)C2 | 2 | -3 | 2 | -1 | -3 | i | -2 | 5 | 0.3 | 8
CC1CCCCN1C(=S)NCc1ccco1 (configuration not stated) | 5 | 2 | 1 | 4 | 0 | i | -19 | -3 | 0.1 | 6
CCc1cc(=O)oc2cc(C)cc(OC(C)C(=O)NC(Cc3c[nH]c4ccc(O)cc34)C(=O)O)c12 (configuration not stated) | 6 | 3 | 10 | 3 | 1 | i | -10 | 15 | -1.8 | 20
Cc1nc2ccccc2c(=O)n1NC(=O)c1ccccc1 | 1 | 0 | 0 | -3 | -2 | i | 6 | -7 | 0.4 | -1
CCOC(=O)Cc1csc(SCC(=O)N(CC(C)C)c2c(N)n(Cc3ccccc3)c(=O)[nH]c2=O)n1 | 5 | 0 | 2 | 0 | 2 | i | -3 | -4 | -2.7 | -3
O=C(COC(=O)c1cccc(Br)c1)NCc1ccco1 | 7 | -4 | 87* | 3 | 1 | i | 7 | 56* | 13 | 13
CC(=O)c1cccc(NC(=S)NC(=O)c2ccccc2)c1 | 3 | 1 | -4 | -1 | -2 | i | 2 | -12 | -0.3 | 1
Cc1ccc(C)c(OCC(=O)NCCNC(=O)COc2cc(C)ccc2C)c1 | -2 | -1 | -5 | -1 | 1 | i | -3 | -10 | 1.1 | -17
COC(=O)c1sccc1S(=O)(=O)Nc1ccc(C)cc1 | 6 | 4 | 0 | -4 | -2 | i | -6 | -8 | -1.2 | -13
O=C1OCc2cccc([N+](=O)[O-])c21 | -19 | 1 | 5 | -3 | 1 | i | -1 | -4 | -0.9 | -10
NC(=O)CSc1oc(-c2ccc(F)cc2)nc1S(=O)(=O)c1ccccc1 | 2 | -2 | -3 | 6 | -2 | i | -3 | 1 | -0.2 | -32
CSc1nsc(/C=C/Nc2cccc(Cl)c2)c1C#N | 2 | -32 | -22 | 32* | 9 | i | -70 | -6 | 0.8 | 4
COc1ccc(N2C(=O)C3C(c4ccc(C(=O)O)cc4)NC(Cc4ccccc4)(C(=O)O)C3C2=O)c([N+](=O)[O-])c1 (configuration not stated) | -19 | 1 | -4 | 4 | 2 | i | -2 | 24 | -1.5 | 13
C[C@@H]1CN([C@H](C)CO)C(=O)c2cc(NC(=O)Cc3cn(C)c4ccccc34)ccc2O[C@H]1CN(C)C(=O)Nc1ccc2c(c1)OCO2 | -4 | -5 | -5 | -5 | 11 | i | 2 | -8 | 0.8 | 3
OCCOCCNc1ncnc2sc(-c3ccccc3)cc12 | -13 | 5 | 0 | 3 | 10 | i | 3 | 1 | 1.4 | 11
CCOC(=O)N1CCN(S(=O)(=O)c2cc(C)c(C)cc2C)CC1 | 2 | -2 | -1 | -1 | -5 | i | -9 | -5 | 0.0 | -3
COc1ccc(C(C(=O)NCC2CCCO2)N(Cc2ccccc2)C(=O)c2snc(C(N)=O)c2N)cc1OC (configuration not stated) | -13 | 0 | 2 | -7 | -2 | i | 6 | -7 | -0.5 | 19
Cc1nc(SCc2ccc(C#N)cc2)n[nH]1 | 4 | 2 | 0 | -4 | -2 | i | 3 | -4 | -0.6 | 13
CC1CCC2(CC1)NC(=O)N(CC(=O)Nc1ccc3c(c1)OCO3)C2=O (configuration not stated) | -2 | 1 | -7 | 2 | -2 | i | -10 | -4 | 0.8 | 12
O=C1/C(=C/c2cccs2)SC(=S)N1NS(=O)(=O)c1ccccc1 | -12 | 0 | 2 | 2 | 3 | i | -2 | -4 | 0.3 | 19
Cn1nccc1C(=O)NC1CC(C)(C)Cc2c1cnn2-c1ccc(F)cc1 (configuration not stated) | -4 | -2 | 4 | -10 | -2 | i | 8 | -2 | -0.1 | -1
O=C(Nc1ccon1)c1cccc(S(=O)(=O)N2CCCC2)c1 | 8 | 12 | 0 | -4 | -1 | i | -3 | -8 | -2.0 | 11
COCCn1c(SCC(=O)Nc2ccccc2)nc2c1c(=O)[nH]c(=O)n2C | 0 | 2 | 1 | -8 | 1 | i | -2 | -9 | -2.1 | 0
O=C(CS(=O)(=O)c1cn(Cc2ccc(Cl)cc2)c2ccccc12)N1CCOCC1 | 1 | 4 | 1 | -9 | 4 | i | 2 | -1 | 0.1 | -26
CC(=O)Nc1ccc(C(=O)Cn2c3[n+](c4c(F)c(F)ccc42)CCCCC3)cc1 | -1 | 0 | -4 | -2 | -1 | i | 10 | 1 | 2.2 | -3
O=C(O)CC(NC(=O)c1ccccc1NC(=O)c1ccccc1)C(=O)O (configuration not stated) | 2 | 3 | 1 | 4 | 2 | i | -6 | -13 | -2.0 | -20
O=C(c1cccs1)N1CCCC(c2ccccc2)C1 (configuration not stated) | 2 | -2 | 0 | 0 | -2 | i | 3 | -3 | -0.4 | 4
CC(=O)c1c(C)[nH]c(C(=O)COC(=O)c2ccc(Cl)nc2)c1C | 0 | -5 | 2 | -7 | -2 | i | -6 | 3 | 1.5 | 6
O=C(NC1C/C=C\C(c2ccccc2)N(c2ccccc2)C(=O)C1)OCC1c2ccccc2-c2ccccc21 (configuration not stated) | 0 | -1 | -1 | 23 | 0 | i | -9 | 0 | 2.0 | -7
CC(=O)Nc1cc(C(=O)N(C)Cc2ccco2)ccc1Sc1ccc(C)cc1 | -2 | -1 | -2 | -1 | 0 | i | -4 | 0 | -0.6 | -6
Cc1nn(C)cc1C(=O)c1ccccc1 | 6 | 1 | 3 | -6 | 5 | i | 0 | 1 | 0.4 | 0
C=CCSc1nnc(-c2cc3c(C(F)(F)F)nn(C)c3s2)n1C | 5 | 4 | -1 | 1 | 6 | i | 15 | -6 | 1.0 | 0
CCC(C(=O)Nc1nccs1)(C(F)(F)F)C(F)(F)F | 2 | 3 | -2 | -4 | -4 | i | 0 | -2 | -1.7 | 1
CC(=O)Nc1ccc(S(=O)(=O)NC2CC(=O)N(c3cccc(F)c3)C2)cc1 (configuration not stated) | 4 | 1 | 3 | -2 | -2 | i | 7 | 1 | -0.6 | 5
O=C(COc1ncnc2ccccc12)NCC1CCCO1 (configuration not stated) | -4 | 0 | -2 | -3 | -2 | i | 4 | -6 | 0.5 | -5
Cc1ccc(P(=O)(CO)c2ccc(C)cc2)cc1 | 1 | 4 | -2 | -3 | -5 | i | -7 | -6 | -1.6 | 0
COC(=O)c1cc(OC)nc2c1c(=O)n(C)c(=O)n2C | -2 | -3 | 2 | -4 | -4 | i | -30 | -1 | -1.1 | 8
COc1cc(C(=O)N2CCCc3ccccc32)c([N+](=O)[O-])cc1OC | -17 | -5 | -1 | -4 | 1 | i | -20 | -1 | -0.6 | 2
O=C(Nc1ccc2ccccc2n1)c1ccc(Cl)cc1 | -2 | -3 | 3 | -1 | -1 | i | 20 | -9 | 0.8 | 7
Cc1nc(C)n(CC(O)COc2ccc3cc(Br)ccc3c2)n1 (configuration not stated) | -7 | 10 | -2 | -4 | -10 | i | -1 | 0 | 1.2 | 5
O=C1NC(O)CCN1C1CC(O)C(CO)O1 (configuration not stated) | 6 | 1 | 2 | -2 | 4 | i | 12 | nt | -0.5 | 7
CCCN(CC(=O)Nc1ccccc1C)C(=O)c1ccc(S(=O)(=O)N2CCC(C)CC2)cc1 | 1 | 6 | 1 | -1 | -1 | i | -20 | -7 | -0.5 | 10
COc1ccc(C(=O)OCC(=O)Nc2cc(C)on2)cc1S(=O)(=O)N1CCOCC1 | 10 | -4 | 2 | -1 | 0 | i | -2 | -4 | -1.1 | -15
c1csc(C(c2nnnn2C2CCCC2)N2CCOCC2)c1 (configuration not stated) | -4 | -1 | 1 | -25 | -2 | i | 7 | -7 | -2.0 | -7
O=C(COC(=O)Cc1cccc(C(F)(F)F)c1)Nc1ccc2[nH]c(=O)[nH]c2c1 | 11 | 4 | 1 | -5 | 0 | i | 3 | -4 | -1.9 | 11
COc1ccc(CCNc2ncnc3[nH]ncc23)cc1OC | 1 | 6 | 0 | -1 | 1 | i | 2 | 0 | -7.3 | 16
CCn1cc(S(=O)(=O)c2ccc(Cl)cc2)c(=O)c2cc(OC)ccc21 | -1 | -2 | -4 | 1 | 1 | i | 1 | -6 | 0.1 | 9
CN(CCNC(=O)C1CCC(=O)N(Cc2ccc(Cl)cc2)C1)CCc1ccccc1 (configuration not stated) | -2 | 3 | 1 | -7 | -2 | i | -3 | 1 | -1.5 | -5

Exported with two lines to a compound: entries from further up
Values run as follows: SUMO1 PPI mod	MT1-MMP act inh	DNMT1 inh	NadD block	STEP inh	Rpn11 inh	NRP1-CendR mod	Scp-1 inhibitor	LMPTP block	SKN-1 inh
> CCn1cc(S(=O)(=O)c2ccc(Cl)cc2)c(=O)c2cc(OC)ccc21
 : -1	-2	-4	1	1	i	1	-6	0.1	9
> CN(CCNC(=O)C1CCC(=O)N(Cc2ccc(Cl)cc2)C1)CCc1ccccc1 (configuration not stated)
 : -2	3	1	-7	-2	i	-3	1	-1.5	-5
> COc1ccc(C(=O)OCC(=O)Nc2cc(C)on2)cc1S(=O)(=O)N1CCOCC1
 : 10	-4	2	-1	0	i	-2	-4	-1.1	-15

Continuation.
SMILES | SUMO1 PPI mod | MT1-MMP act inh | DNMT1 inh | NadD block | STEP inh | Rpn11 inh | NRP1-CendR mod | Scp-1 inhibitor | LMPTP block | SKN-1 inh
COc1ccc(-n2c(SCC#N)nnc2-c2cccnc2)cc1 | 0 | 4 | 1 | -1 | 2 | i | -2 | -14 | -3.1 | 17
CSc1ccc(C(O)c2ncc(-c3cccc(OCc4ccccc4)c3)[nH]2)cc1 (configuration not stated) | -1 | -1 | -22 | 15 | 1 | i | -8 | nt | 4.0 | 18
CC(C)C(=O)Nc1cccc(COc2ccc(CN(CCc3ccccc3)C(=O)OC(C)(C)C)cc2)c1 | 1 | -6 | -4 | 2 | 3 | i | 9 | -5 | 4.1 | -12
O=C(c1cccc(Br)c1)N1CCCC1 | 10 | 0 | -2 | -11 | -2 | i | 1 | -13 | -1.1 | 9
CCOC(=O)C(CCC#N)(CCC#N)C(=O)OCC | 6 | -10 | -1 | 0 | -2 | i | 7 | -4 | 0.1 | -20
CC(C)OCCCNc1nc(Cl)nc2c1cnn2C | -1 | 0 | 3 | 1 | 0 | i | 11 | 0 | -0.6 | 11

An unsorted share of the library; about 3.9% have a hit in one of these screens.
